TIM10 inh – TIM10 yeast growth inhibition. S. cerevisiae TIM10 strain growth, BacTiter-Glo luminescence, 24 h. inhibition, % at 10 µM. actives 1.4% (n = 330,000);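 active = inhibition of 40% or more at the single tested concentration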;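 note: wild-type TIM10 isogenic control strain grown at permissive 25 °C; 0% = DMSO yeast wells and 100% = minimal medium wells without yeast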
mIAP activ – increases mouse intestinal alkaline phosphatase activity | muIAP, CDP-Star luminescence, 30 min; stronger effect = higher value; 1 = vehicle-only enzyme signal, 0 = enzyme-free wells | activation factor at 10 µM | actives 0.24% (n = 330,000) | AID 2805;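 active = activation factor of at least 2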; note: the source names both 10 and 20 µM as test concentration; values of inactives mirror those of a sister screen read the other way
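System: Mouse IAP enzyme | Also added: CDP-Star substrate | Dosing: Compounds dispensed in DMSO | Schedule: 30 min enzyme-substrate-compound incubation at room temperature | Technique: Chemiluminescence readout | Control set: DMSO-only wells and no-enzyme negative control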
hIAP act – human IAP activation; P09923; purified human IAP, CDP-Star luminescence, 30 min; stronger effect = higher value; 1 = vehicle-only enzyme, 0 = enzyme-free background; activation factor at 10 µM; actives 0.16% (n = 330,000);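 active = activation factor of the enzyme at least 2-fold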; note: the source names both 10 and 20 µM as test concentration; values of inactives mirror those of a sister screen read the other way
hIAP block – blocks human intestinal alkaline phosphatase; purified IAP, CDP-Star luminescence, 30 min; actives 0.12% (n = 330,000); inhibition, % at 10 µM; P09923;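 active = inhibition reaching a set limit with compound at 10 µM in the primary screen, cut at about 35% in these data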;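 note: plate controls were DMSO wells with enzyme for no effect and no-enzyme buffer wells for full effect; values of inactives mirror those of a sister screen read the other way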
mIAP inh – blocks mouse intestinal alkaline phosphatase; purified mouse IAP, CDP-Star luminescence, 30 min; actives 0.2% (n = 330,000); inhibition, % at 10 µM;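 active = inhibition of at least 40% at 10 µM in the primary screen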;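 note: plate controls were DMSO with enzyme for no effect and no enzyme wells for full effect; values of inactives mirror those of a sister screen read the other way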
NALP3 yeast inh – blocks the NALP3 inflammasome reconstituted in yeast; Yeast reconstituted NLRP3/ASC/caspase-1, beta-gal luminescence, 24 h; inhibition, % at 10 µM; actives 0.39% (n = 330,000);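 active = inhibition of 50% or more; inactive = inhibition below 50%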;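 note: plate controls were induced DMSO wells for no effect and uninduced yeast grown without galactose for full effect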
ATG4B inhibitor – ATG4B (human) cysteine protease inhibition; Q9Y4P1; ATG4B cleavage of LC3-PLA2, NBD-HPC fluorescence, 1 h; inhibition, % at 8.33 µM; actives 0.51% (n = 340,000); AID 504462; in the data active = inhibition above about 40%
tim10-1 inh – tim10-1 yeast growth inhibition | S. cerevisiae tim10-1 ts strain growth, BacTiter-Glo, 24 h | inhibition, % at 20 µM | actives 2.2% (n = 330,000) | AID 463190;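 active = inhibition of at least 40%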;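 note: mutant grown at 25 °C; 0% = DMSO wells with yeast and 100% = wells holding no yeast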
Apaf1 inhib – inhibitors of human Apaf-1 apoptosome | O14727 | reconstituted apoptosome caspase-3 activity, DEVD-Rh110 fluorescence | inhibition, % at 20 µM | actives 0.71% (n = 330,000) | AID 489030; active = inhibition of at least 40% at 20 µM;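 note: plate controls were DMSO wells for no effect and DEVD-CHO caspase inhibitor wells for full effect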
Target sequence (O14727 whole entry, looked up): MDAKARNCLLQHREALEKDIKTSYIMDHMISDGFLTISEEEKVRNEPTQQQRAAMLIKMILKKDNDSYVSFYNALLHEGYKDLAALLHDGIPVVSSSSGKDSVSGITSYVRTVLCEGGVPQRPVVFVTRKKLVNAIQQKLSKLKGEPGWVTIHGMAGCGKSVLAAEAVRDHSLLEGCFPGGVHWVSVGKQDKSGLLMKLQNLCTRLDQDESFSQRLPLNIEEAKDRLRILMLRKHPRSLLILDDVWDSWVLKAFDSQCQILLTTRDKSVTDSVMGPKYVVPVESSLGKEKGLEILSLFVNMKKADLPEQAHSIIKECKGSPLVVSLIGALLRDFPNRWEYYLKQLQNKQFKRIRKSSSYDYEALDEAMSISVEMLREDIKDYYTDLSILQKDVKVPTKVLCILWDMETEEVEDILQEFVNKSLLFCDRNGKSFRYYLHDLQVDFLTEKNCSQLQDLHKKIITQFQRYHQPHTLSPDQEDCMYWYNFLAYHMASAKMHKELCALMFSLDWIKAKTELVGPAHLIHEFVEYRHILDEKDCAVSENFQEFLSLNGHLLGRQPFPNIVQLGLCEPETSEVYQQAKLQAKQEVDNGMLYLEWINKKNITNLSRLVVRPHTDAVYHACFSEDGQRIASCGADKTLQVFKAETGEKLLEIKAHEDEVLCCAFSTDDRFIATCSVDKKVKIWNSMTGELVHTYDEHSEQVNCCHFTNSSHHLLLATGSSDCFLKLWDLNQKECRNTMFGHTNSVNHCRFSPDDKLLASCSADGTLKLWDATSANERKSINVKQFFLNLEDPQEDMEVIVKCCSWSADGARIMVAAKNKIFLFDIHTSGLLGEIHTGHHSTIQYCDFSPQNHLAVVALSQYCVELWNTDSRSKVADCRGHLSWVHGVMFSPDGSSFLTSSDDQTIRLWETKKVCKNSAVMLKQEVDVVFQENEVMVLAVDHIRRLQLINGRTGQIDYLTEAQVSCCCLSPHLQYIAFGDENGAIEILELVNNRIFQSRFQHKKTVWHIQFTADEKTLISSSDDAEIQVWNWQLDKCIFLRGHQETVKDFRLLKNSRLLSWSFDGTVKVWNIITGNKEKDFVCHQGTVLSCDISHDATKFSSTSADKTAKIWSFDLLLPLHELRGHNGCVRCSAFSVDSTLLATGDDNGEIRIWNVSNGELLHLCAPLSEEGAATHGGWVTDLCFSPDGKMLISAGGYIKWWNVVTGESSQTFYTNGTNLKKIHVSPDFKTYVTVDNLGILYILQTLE
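System: reconstituted apoptosome with Apaf-1, cytochrome c, caspase-9, procaspase-3, dATP; Signal: Rh110 fluorescence intensity; Schedule: 30 min compound preincubation, 50 min activation, room temperature; Reagent: cytochrome c trigger plus (Z-DEVD)2-Rh110 caspase-3 substrate.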
Active calls of the source: *; nt = not tested or not shown.

SMILES | TIM10 inh | mIAP activ | hIAP act | hIAP block | mIAP inh | NALP3 yeast inh | ATG4B inhibitor | tim10-1 inh | Apaf1 inhib
CC1CN(C(=O)c2ccc(CNS(=O)(=O)c3cccc(Cl)c3)cc2)CC(C)O1 (centres undefined) | 5.9 | 1.01 | 1.03 | -2.7 | -1.2 | 23.0 | 8.1 | -3.4 | 7.1
O=C(CSCCO)Nc1cccc(C(F)(F)F)c1 | 2.8 | 1.1 | 0.833 | 16.7 | -9.9 | -6.2 | -4.0 | 6.7 | -11.4
COC(=O)c1cc(O)c(OCc2ccccc2)c(O)c1 | -21.9 | 0.915 | 1.03 | -3.3 | 8.5 | 4.0 | 5.0 | -33.4 | -8.8
O=C(Oc1ccc(-c2cnc3ccccc3n2)cc1)c1cccc([N+](=O)[O-])c1 | -17.4 | 0.961 | 1.03 | -3.0 | 3.9 | 4.9 | -3.2 | -2.6 | 1.0
CC1Cc2ccccc2N1C(=O)Cn1cc([N+](=O)[O-])cn1 (centres undefined) | 20.0 | 0.977 | 0.988 | 1.2 | 2.3 | 8.1 | -4.6 | 1.4 | -2.7
CCC(=O)N1CCN(c2c(Cl)cccc2[N+](=O)[O-])CC1 | 10.5 | 0.954 | 0.957 | 4.3 | 4.6 | 31.4 | -3.1 | 10.6 | 4.3
O=C(NCc1ccc2c(c1)OCO2)C1CCCN1C(=O)Nc1cccc(Cl)c1 (centres undefined) | -5.4 | 1 | 0.875 | 12.5 | -0.5 | 17.7 | -2.6 | 6.0 | -1.7
CC(=O)Oc1ccccc1C(=O)Oc1ccccc1C(=O)O | 3.8 | 1.01 | 1.25 | -25.4 | -1.4 | 13.1 | 4.1 | 0.4 | -3.5
O=C(NS(=O)(=O)Oc1cccc(F)c1)OC[C@@H]1CCCN2CCCCC12 (some centres undefined) | -15.8 | 1.05 | 1.05 | -5.0 | -5.0 | -2.0 | 2.3 | 6.5 | 2.6
CC1CCN(S(=O)(=O)c2ccc3c(c2)c(=O)c(C(=O)NCc2ccccc2Cl)cn3C)CC1 | 0.9 | 0.895 | 1.11 | -10.9 | 10.5 | -5.7 | nt | 9.8 | 1.3
COc1ccc(NC(=O)C2=CC=CN3CCS(=O)(=O)N=C23)c(OC)c1 | -7.0 | 0.904 | 0.98 | 2.0 | 9.6 | 20.4 | 9.9 | -4.5 | -3.9
O=C(c1ccco1)N(Cc1ccc(Cl)cc1)C1CCS(=O)(=O)C1 (centres undefined) | -2.8 | 0.957 | 0.97 | 3.0 | 4.3 | 1.6 | -3.1 | -8.1 | -1.9
Cc1nnc(SCC(=O)NC(=O)NC(C)(C)C)n1N | -3.6 | 0.998 | 1.02 | -1.8 | 0.2 | 11.7 | -6.4 | 12.0 | 5.8
CCOc1ccc2oc(C(=O)NNC(=O)c3csc(N4CCOCC4)n3)c(C)c2c1 | 0.9 | 0.936 | 1.89 | -88.8 | 6.4 | 8.2 | -5.8 | 1.6 | -2.0
COc1cccc(CN(C)CC(O)COC(c2ccccc2)c2ccccc2C)c1 (centres undefined) | 29.8 | 0.924 | 0.957 | 4.3 | 7.6 | 7.3 | -1.3 | 16.1 | 18.6
CCOC(=O)N1CN(C(=O)OCC)CN(C(=O)OCC)C1 | -5.8 | 1.03 | 1.09 | -8.9 | -2.6 | 6.3 | -3.6 | 19.6 | 6.7
CC(C)(C)c1ccc(Cn2nnc3c(=O)[nH]c(C4CCN(C(=O)c5ccco5)CC4)nc32)cc1 | 1.6 | 0.877 | 1.02 | -2.2 | 12.3 | 6.5 | -6.0 | 19.3 | 39.5
CCOc1ccc(S(=O)(=O)N2CCCC(C(=O)N3CCC(C(N)=O)CC3)C2)cc1Cl (centres undefined) | 12.9 | 0.996 | 1.07 | -7.4 | 0.4 | 8.6 | -8.4 | -3.0 | 3.9
N#CCC(=O)N1CCCCCC1 | -0.1 | 0.934 | 0.814 | 18.6 | 6.6 | 3.9 | -0.1 | 2.1 | -3.8
COc1cccc(N2CCN(C(=O)c3ccc(CS(=O)c4ccccc4Cl)o3)CC2)c1 (centres undefined) | 16.2 | 0.986 | 1.04 | -4.4 | 1.4 | 12.3 | 2.5 | 24.3 | 7.4
COc1ccc(C(C(=O)NC2CCCCC2)N2CCC3(CC2)OCCO3)cc1 (centres undefined) | 28.5 | 1.03 | 0.892 | 10.8 | -2.9 | -4.1 | -6.5 | 17.2 | -5.9
Nc1ccc(NC(=O)c2ccco2)c(Cl)c1 | 0.6 | 0.962 | 1.05 | -5.3 | 3.8 | -3.2 | 5.4 | 12.3 | 5.3
Cc1c2cn[nH]c(=O)c2c(C)n1Cc1ccc(F)cc1 | 5.0 | 0.885 | 0.922 | 7.8 | 11.5 | 4.1 | -16.4 | 4.8 | 4.6
CC(=O)c1c(NCCc2ccccc2)nc(=S)n(-c2ccccc2)c1C | -2.7 | 0.947 | 0.883 | 11.7 | 5.3 | 25.1 | 4.3 | 8.1 | -2.5
CS(=O)(=O)c1ccc(Cl)c(NC(=O)C2CCN(S(=O)(=O)c3cccs3)CC2)c1 | -20.2 | 1.02 | 0.999 | 0.1 | -2.3 | 7.2 | -9.4 | -15.8 | 0.5

Brought forward from above: four entries, followed by the next part.
SMILES | TIM10 inh | mIAP activ | hIAP act | hIAP block | mIAP inh | NALP3 yeast inh | ATG4B inhibitor | tim10-1 inh | Apaf1 inhib
Nc1ccc(NC(=O)c2ccco2)c(Cl)c1 | 0.6 | 0.962 | 1.05 | -5.3 | 3.8 | -3.2 | 5.4 | 12.3 | 5.3
Cc1c2cn[nH]c(=O)c2c(C)n1Cc1ccc(F)cc1 | 5.0 | 0.885 | 0.922 | 7.8 | 11.5 | 4.1 | -16.4 | 4.8 | 4.6
CC(=O)c1c(NCCc2ccccc2)nc(=S)n(-c2ccccc2)c1C | -2.7 | 0.947 | 0.883 | 11.7 | 5.3 | 25.1 | 4.3 | 8.1 | -2.5
CS(=O)(=O)c1ccc(Cl)c(NC(=O)C2CCN(S(=O)(=O)c3cccs3)CC2)c1 | -20.2 | 1.02 | 0.999 | 0.1 | -2.3 | 7.2 | -9.4 | -15.8 | 0.5
O=C(c1cccc(Cl)c1)N1CCN(c2ncnc3c2cnn3-c2ccccc2)CC1 | 13.0 | 1.06 | 0.979 | 2.1 | -5.8 | 13.4 | 18.6 | 16.8 | 15.0
Cc1nnc2c(Oc3ccccc3)nc3ccccc3n12 | 0.6 | 0.929 | 0.985 | 1.5 | 7.1 | 18.5 | -1.6 | 10.7 | -13.4
CC(C)(C)C(=O)N1CCc2cc(-c3csc(N)n3)ccc21 | 16.0 | 0.89 | 0.991 | 1.0 | 11.0 | 12.2 | 3.8 | 13.4 | 9.8
Cc1nc2ccccc2c(=O)n1/N=C/c1ccc(C(C)C)cc1 | 13.5 | 0.925 | 0.894 | 10.6 | 7.5 | -0.6 | 5.9 | -13.2 | 21.0
C=C(C)COc1ccc2c(CC)cc(=O)oc2c1C | -22.7 | 0.985 | 0.907 | 9.3 | 1.5 | 47.9 | 0.2 | 23.2 | 10.1
Cc1ccccc1Nc1ncnc2c1cnn2-c1ccccc1 | -3.2 | 0.999 | 0.817 | 18.3 | 0.1 | 44.0 | 0.8 | 10.6 | 8.6
CCOc1ccc(N2C(=O)CNC2=S)cc1 | -21.1 | 1.08 | 1.07 | -7.3 | -8.4 | 7.4 | 1.6 | 25.8 | -2.6
N/C(Cc1ccc(Cl)cc1)=N\OC(=O)C1CCCCC1 | 87.1* | 0.928 | 0.873 | 12.7 | 7.2 | 10.0 | 12.9 | 28.6 | 3.7
O=C(c1cccc(-c2ccco2)c1)N1CCCC(N2CCN(c3ccc(F)cc3)CC2)C1 (centres undefined) | 15.7 | 1.11 | 0.871 | 12.9 | -10.6 | 0.7 | -3.9 | 22.8 | 21.4
Cc1ccc(NC(=O)CSc2nccn2C)cc1F | 8.8 | 1.03 | 1.01 | -1.3 | -3.2 | -2.1 | 7.8 | 9.2 | -13.9
CCOC(=O)N1CCC(NC(=O)CSCc2nc(-c3cccc(OC)c3)oc2C)CC1 | 24.7 | 0.962 | 1.15 | -15.2 | 3.8 | 11.0 | -10.4 | 26.3 | 13.2
O=C(CSCc1ccc(Cl)cc1)NCCSCc1ccco1 | 19.8 | 1.07 | 1.28 | -28.0 | -6.6 | 4.4 | 3.6 | 22.4 | -11.1
CC1CCCC(NC(=O)CN2C(=O)NC(C)(c3ccccc3)C2=O)C1C (centres undefined) | -10.4 | 1.02 | 1.19 | -19.2 | -2.4 | 5.2 | -8.3 | -15.7 | 11.8
O=[N+]([O-])/C=C/c1cn(Cc2ccccc2)c2ccccc12 | 46.5* | 0.948 | 0.923 | 7.7 | 5.2 | -2.0 | 6.9 | 34.8 | 5.1
CC(C)n1nnnc1-c1cc(Cl)cc(Cl)c1 | -4.0 | 0.953 | 0.858 | 14.2 | 4.7 | 1.9 | -7.8 | 11.3 | -17.6
CCOc1ccc(CCNC(=O)CCCn2nc(C)c3c(C)n(-c4ccccc4)nc3c2=O)cc1 | 7.6 | 0.908 | 1.27 | -26.6 | 9.2 | 8.8 | 2.3 | 11.9 | 2.9
O=S(=O)(Nc1ccc2c(c1)nc1n2CCN(Cc2ccccc2)C1)c1ccc(Cl)cc1 | 10.3 | 0.911 | 0.975 | 2.5 | 8.9 | -2.6 | -4.7 | 15.8 | 28.8
Cc1cc(C(=O)Nc2ccccc2Cc2ccccc2)no1 | 13.2 | 1.01 | 1.08 | -8.4 | -1.0 | 37.8 | -2.4 | 14.3 | 16.0
Cc1ccc(C(C(=O)NC(C)(C)C)N(Cc2cccs2)C(=O)c2ccc3c(c2)OCCO3)cc1 (centres undefined) | 14.7 | 0.975 | 1.17 | -17.2 | 2.5 | 5.0 | -13.5 | 26.4 | 3.1
COC(=O)c1nnc(-c2ccccc2)c(-c2ccccc2)n1 | -9.4 | 0.891 | 0.885 | 11.5 | 10.9 | -36.6 | -8.4 | 6.5 | -4.4
CC(C)(C)OC(=O)C[C@@H]1C/C=C\C[C@@H](CC(=O)NCCO)C(=O)NCCOC1=O | -0.3 | 1.11 | 0.984 | 1.6 | -11.3 | -10.1 | -1.1 | -9.6 | 8.0
CCN(CCn1cccn1)C(=O)c1cc(COc2cccc3cccnc23)on1 | -4.9 | 0.98 | 1.03 | -3.1 | 2.0 | 10.7 | -13.8 | 12.4 | -5.1
Cc1cc2c(cc1C)CSC(c1ccccc1O)SC2 | 33.7 | 1.07 | 0.985 | 1.5 | -6.8 | 58.7* | -0.5 | 61.6* | 10.6
C=CCn1c(SCC(=O)N2CCN(c3ccc(F)cc3)CC2)nnc1-c1ccco1 | -0.2 | 1.08 | 0.982 | 1.8 | -7.6 | 8.6 | -1.1 | 7.9 | 0.6
CCOc1ccccc1C1CC(=O)Nc2cc(OC)c(OC)cc21 (centres undefined) | -2.3 | 1 | 1.14 | -13.9 | -0.5 | 13.5 | -2.1 | -4.6 | -8.9
COc1ccc2c(c1)CCc1c(C(=O)Nc3c(C)nn(Cc4ccccc4)c3C)noc1-2 | -0.9 | 0.898 | 0.864 | 13.6 | 10.2 | 11.0 | -9.9 | 11.3 | 18.2
COc1ccc(C)cc1S(=O)(=O)N1CCCC(C(=O)NC2CC2)C1 (centres undefined) | 2.1 | 0.975 | 0.854 | 14.6 | 2.5 | 22.7 | 2.1 | 5.5 | 10.9
O=C(CCn1cnc2ccccc21)N/N=C/c1ccc(O)cc1 | 17.9 | 1 | 1.04 | -3.6 | -0.4 | 4.3 | -2.0 | 12.0 | 7.3
COCCCNc1nc2nonc2nc1NCCSC | 0.9 | 0.963 | 0.956 | 4.4 | 3.7 | 0.9 | 4.5 | 1.5 | -10.9
